# ERK EGF block = inhibitors of EGF-stimulated ERK signaling pathway; 0.41% of 130,000 active; Potency, µM (titrated, usually from 11.5 µM), inactives show top-dose activity change, negative = inhibition, hits mostly inhibitors; HEK293-V1b, EGF-stimulated phospho-ERK AlphaScreen; active means well fitted inhibition curve with a large enough effect; inconclusive means small, poorly fitted or top-dose-only effect, or effect the other way;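 further: plate controls were stimulated vehicle wells for no effect and unstimulated vehicle basal for full effect; nearly all actives have a fitted effect of over 55% in size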
#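 V1b-HEK293, 1% FBS o/n; cpd 30 min 37C; EGF 25 nM final, 5 min; lyse 10 min; AlphaScreen beads 5 h RT. Normalized DMSO basal vs EGF max; Hill AC50.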
# An asterisk follows results filed as active; ? = inconclusive; & = joins results of further samples; ! = not active in a repeat; [ ] = remark or other dose. Potency means the concentration at half of the fitted maximal effect. Only part of the results is shown; the hit share may differ from the screen's.
Molecule,ERK EGF block
N=c1sccn1Cc1ccc(Cl)cc1Cl,7.5%
CC(C)OC1CCCC(O)C1CC(=O)O (configuration not stated),-6.3%[57.5 µM]
O=Cc1cn(Cc2cccc([N+](=O)[O-])c2)c2ccccc12,2.6%
O=c1c2ccccc2[nH]c(=S)n1-c1ccc(Br)cc1,-6.5%
[N-]=[N+]=CC(=O)OCC(N)C(=O)O (configuration not stated),8.1%
C/C(=N\NC(=O)c1ccncc1)c1c(O)n(Cc2ccccc2)c(=O)[nH]c1=O,-9.8%[57.5 µM]
CCCN(CCC)C1CCc2cccc(O)c2C1 (configuration not stated),-2.3%
CCn1cc(C(=O)O)c(=O)c2ccc(C)nc21,-11.8%[57.5 µM]
COC(=O)c1cc2c(cn1)[nH]c1ccccc12,7.7%
O=c1[nH]oc2c1CCNC2,8.4%
C[C@H](N)[C@H](O)c1ccc(O)c(O)c1,-2.7%[25.7 µM]
O=C1NCN(c2ccccc2)C12CCN(C[C@H]1COc3ccccc3O1)CC2,4.8%
CC1(C)C(C(Cl)Cl)C2(Cl)C(Cl)C(Cl)C1(Cl)C2(Cl)Cl (configuration not stated),0.5%
CSc1ccc(CN2CCN(Cc3ccccc3Cl)CC2)cc1,27.1%
Cc1cc(Cl)ccc1OCC(=O)O,-7.4%[57.5 µM]
O=C1NC(=O)N(CCC2=CCCCC2)C(=O)/C1=C/c1cccs1,-13.9%[57.5 µM]
COc1ccc(C(=O)C2CCCN(Cc3ccc(C)s3)C2)cc1OC (configuration not stated),9.0%
O=P(O)(O)Cc1c(Cl)cccc1Cl,-11.3%
COc1ccc(C(=O)O)cc1OC,-0.8%
CC(=O)OC1CCC23C(=O)OC45CCC(C6=CC(=O)OC6)C4(C)CCC2C5CCC3(O)C1 (configuration not stated),12.5%
CSc1ccc(CN2CCN(C(=O)COc3ccc(C)cc3)CC2)cc1,0.4%
CC(=O)CC(c1ccccc1[N+](=O)[O-])c1c(O)c2ccccc2oc1=O (configuration not stated),20.4%[57.5 µM]
C=CCn1c(O)c(/C=C2/C=CC=N2)c(=O)[nH]c1=O,6.8%
O=C1CCC[C@H]2[C@H]3CCCN4CCCC(=CN12)[C@@H]34,-12.2%
CCN(N=Nc1nonc1OC)c1nonc1OC,-1.6%
CCN(CC)c1ncnc2c1ncn2[C@@H]1O[C@@H](COP(=O)(O)OP(=O)(O)C(Br)(Br)P(=O)(O)O)[C@H](O)[C@H]1O,8.1%
c1ccc(N2CCC3(CCNCC3)CC2)nc1,-13.0%
O=C1CCCC2[C@@H]3CCCN4CCC[C@@H](CN12)C34 (some centres not stated),4.2%
O=c1[nH]c(=S)[nH]c(O)c1N=Nc1ccc(OC(F)F)cc1,6.0%
S=C(NC1CCCCC1)N1CCC(c2cnc[nH]2)CC1,8.0%&-3.9%
N#Cc1ccc(CN2CC3(CCNCC3)C2)cc1,-2.0%
C=CC1CN2CCC1CC2C(O)c1ccnc2ccccc12 (configuration not stated),-2.7%&6.5%
Cc1ccc(/C=C2\C(=O)NC(=O)N(CC3CCCO3)C2=O)s1 (configuration not stated),-3.7%[57.5 µM]
N#CSCC(=O)N1c2ccccc2CCc2ccccc21,-0.4%
CC(C)(C)c1o[nH]c(=O)c1C[C@H](N)C(=O)O,-20.1%
CCOc1ccccc1N1C(=O)NC(=O)C(CCc2ccncc2)(CCc2ccncc2)C1=O,5.9%
COc1ccc(C(C)=O)cc1CC(C(=O)c1ccc(F)cc1)N(C)C (configuration not stated),27.1%
O=C1NC(=O)N(c2ccccc2)C(=O)/C1=C\c1ccc([N+](=O)[O-])s1,0.1%[57.5 µM]
NC1C2CN3CCN(C2)CC1(c1ccccc1)C3 (configuration not stated),-5.5%[57.5 µM]
CCC(=NCCN1CCOCC1)c1c(O)n(C2CCCCC2)c(=O)[nH]c1=O,1.0%[57.5 µM]
O=C1NC(=O)N(Cc2ccccc2Cl)C(=O)/C1=C/c1cccs1,2.7%
CC1CCCN(C(=O)c2ccc(N3CC4CC(C3)c3cccc(=O)n3C4)c([N+](=O)[O-])c2)C1 (configuration not stated),6.1%
Cc1ccc(-c2nc3ccc(C)cn3c2CC(=O)N(C)C)cc1,12.1%
Cc1ccc(-n2c(O)c(/C=N/N3CCCCC3c3cccnc3)c(=O)[nH]c2=S)cc1 (configuration not stated),-2.9%
C[C@@H]1NCCc2cc(O)c(O)cc21,-5.8%[25.7 µM]
C=CCn1c(O)c(C(C)=NC(C)c2ccccc2)c(=O)[nH]c1=O (configuration not stated),-5.3%[57.5 µM]
Cc1ccc(C2N(c3ccccn3)C(=O)C3CCCN32)o1 (configuration not stated),1.7%[57.5 µM]
COc1ccccc1CCNC1CCCC(C)C1 (configuration not stated),-10.0%
Nc1ccc(Cl)cc1C(=O)c1ccccc1Cl,-1.7%
CCCN(CCC)C1Cc2cc(OC)c(OC)cc2C1,?

# (more compounds)
Molecule,ERK EGF block
N#CC(c1ccccc1)N1CCOCC1 (configuration not stated),-6.8%[57.5 µM]
OCC(O)Cc1ccc2c(c1)OCO2 (configuration not stated),5.7%
CC(=O)N[C@@H]1CCSC1=O,-14.3%[25.7 µM]
O=[N+]([O-])OC1CO[C@H]2C(O[N+](=O)[O-])COC12 (some centres not stated),3.4%
CC1=CC(=C2C(=O)NC(=O)NC2=O)C=C(C(F)(F)F)N1Cc1ccccc1,6.8%
CC1=CC(=O)c2c(O)cccc2C1=O,5.62µM*!
COC(C)(C)CCCC(C)C/C=C/C(C)=C/C(=O)OC(C)C (configuration not stated),5.6%
COc1ccc(CCNCc2cccc(C(F)(F)F)c2)cc1OC,-5.2%
COc1cc(/C=C2/C(=O)NC(=O)N(c3ccc(C)cc3)C2=O)cc(OC)c1OC,-3.8%[57.5 µM]
OC(CNC1CCCCCCC1)c1ccccc1 (configuration not stated),3.0%
C[C@H](N)Cc1cnc[nH]1,0.0%
CCn1c(=N)n(Cc2ccccc2F)c2ccccc21,3.9%
CN(C)c1ccc(/C=C/[N+](=O)[O-])cc1,12.0%
Cc1cc(C=C2C(=O)N(C)C(=O)N(C)C2=O)c(C)n1-c1ccccc1,-11.1%
COc1ccc2c(c1)/C(=C/c1cnc[nH]1)C(=O)N2,11.7%
CC#CP(=O)(OC)C(O)(CF)c1ccccc1 (configuration not stated),7.0%
COc1ccc(CN2C(=O)NC(=O)/C(=C/c3cc(OC)c(OC)c(OC)c3)C2=O)cc1,2.0%[57.5 µM]
Cc1cccc(-n2c(-c3ccco3)nc3ccccc3c2=O)c1C,23.2%
C[C@@H](Cc1ccc(O)cc1)NC[C@@H](O)c1cc(O)cc(O)c1,4.4%[25.7 µM]
CCN1CC2(COC(=O)c3ccccc3N)CCC(OC)C34C5CC6C(OC)CC(O)(C5C6OC)C(O)(C(OC)C23)C14 (configuration not stated),-5.7%[57.5 µM]
Cc1ccccc1C1=NCC(=S)Nc2ccc(Cl)cc21,-1.0%
CSc1ncc(/C=C2/C(=O)NC(=O)N(c3ccc(C(C)C)cc3)C2=O)cn1,14.8%
Oc1cc2c(cc1O)[C@H]1c3ccccc3CN[C@@H]1CC2,?
CCCn1c(C)c(C(=O)c2cccc3ccccc23)c2ccccc21,-16.1%
COC[C@]12CN(C=O)C3C4C(OC)C1[C@@]3(C1CC3(O)C(OC)C(O)C4(OC(C)=O)C1C3OC(=O)c1ccccc1)[C@@H](OC)CC2O (some centres not stated),13.0%

# Part of the list above in a different format.
> CN(C)c1ccc(/C=C/[N+](=O)[O-])cc1
  ERK EGF block: 12.0%
> Cc1cc(C=C2C(=O)N(C)C(=O)N(C)C2=O)c(C)n1-c1ccccc1
  ERK EGF block: -11.1%
> COc1ccc2c(c1)/C(=C/c1cnc[nH]1)C(=O)N2
  ERK EGF block: 11.7%
> CC#CP(=O)(OC)C(O)(CF)c1ccccc1 (configuration not stated)
  ERK EGF block: 7.0%

# Next part
Molecule,ERK EGF block
O=c1[nH]c(O)c(/C=C2/C=CC(c3cc(Cl)ccc3Cl)=N2)c(=O)[nH]1,28.2µM*
CN1Cc2cccnc2N(C)Cc2cc(Cl)ccc21,4.6%
Cc1cc(C)nc(NS(=O)(=O)c2ccc(N=Cc3c(O)n(C)c(=O)n(C)c3=O)cc2)n1,-14.9%
CNCCc1ccc(OC)c(OC)c1,-9.0%[57.5 µM]
Cc1ccc(N=CN(C)C=Nc2ccc(C)cc2C)c(C)c1,13.2%
Cc1nn(Cc2ccccc2Cl)c(Cl)c1C(=O)O,3.5%
C=CCn1c(O)c(C(CC)=Nc2ccc(C(=O)O)cc2)c(=O)[nH]c1=O,-13.4%[57.5 µM]
COc1ccc(NC(=O)c2cn(CCC#N)nc2-c2ccc([N+](=O)[O-])cc2)cc1,4.3%
COc1cc2c(cc1OC)-c1c(OC)c(OC)cc3c1[C@H](C2)[N+](C)(C)CC3,-1.9%
COc1cc(-n2c(=S)[nH]c3ccc(C)cc3c2=O)c(Cl)cc1Cl,-2.0%
CN(C)Cc1c[nH]c2ccccc12,-9.7%
O=c1[nH]c(=S)[nH]c(O)c1N=Nc1ccc2c(c1)OCO2,-9.9%
COc1ccc(OC)c(C(c2c(O)c3ccccc3oc2=O)c2c(C)n(C)n(-c3ccccc3)c2=O)c1 (configuration not stated),-0.6%
COc1ccc(/C=C/C(=O)c2c(O)n(CCC3=CCCCC3)c(=O)[nH]c2=O)cc1OC,9.9%[57.5 µM]
COc1cccc(O)c1CN1CCCC(C(=O)c2sccc2C)C1 (configuration not stated),-1.7%
O=[N+]([O-])O[C@H]1CO[C@H]2[C@H]1OC[C@@H]2O[N+](=O)[O-],-7.2%[25.7 µM]
O=C1NC(=S)NC(=O)C1=Cc1cccn1-c1ccc(O)cc1,-8.8%
O=C(c1cc(-c2ccccc2)on1)N1CCC2(CC1)OCCO2,0.2%
CC1CCC(C(C)C)C(OC(=O)Cn2c(COc3ccccc3)[n+](C)c3ccccc32)C1 (configuration not stated),?
C(=N\NC1=NCCCCC1)/c1c[nH]c2ccccc12,?
CN(C(=O)c1ccc(Cl)nc1)C1(c2ccccc2Cl)CCCCC1=O (configuration not stated),0.3%
CCCCC/C=C\C/C=C\C/C=C\C/C=C\CCCC(=O)N[C@H](C)CO,-8.0%
CNS(=O)(=O)c1ccc(N=Cc2c(O)n(-c3cccc(C)c3)c(=O)[nH]c2=O)cc1,-6.8%
Cc1ncc(CN2CCCC(C(=O)c3cccc(Cl)c3)C2)s1 (configuration not stated),-1.2%
CCCCCc1nc2ccccc2c(=O)n1-c1ccccc1[N+](=O)[O-],4.0%
CCCCCC[C@H]1C(=O)O[C@H](C)[C@H](NC(=O)c2cccc(NC=O)c2O)C(=O)O[C@@H](C)[C@@H]1OC(=O)CC(C)C,-24.7%
CCC(=O)Nc1ccc(Cl)c(Cl)c1,22.7%
COc1cc2c(cc1OC)C(c1c(O)n(CCc3ccccc3)c(=S)[nH]c1=O)NCC2 (configuration not stated),10.1%[57.5 µM]
CCCCCCNC(=O)N[C@H](Cc1ccc(O)cc1)C(=O)NCCC[C@H]1CN2C(=NC[C@H]2CCC)N1CC1CCC1,-9.7%[57.5 µM]
c1cncc(CNCCc2c[nH]c3ccccc23)c1,-8.3%
CCc1ccc(CNCCc2ccc(F)cc2)cc1,-1.8%
CC1CN=C(Nc2ccc(F)cc2)S1 (configuration not stated),-10.5%
c1ccc2sc(C3(N4CCCCC4)CCCCC3)cc2c1,7.1%&-6.8%
C=C(C=O)CC1CC(O)[C@]2(C)OC3CC4OC5C[C@]6(C)O[C@]7(C)CCC8OC9C[C@]%10(C)OC%11C(C)=CC(=O)OC%11CC%10OC9C[C@@H](C)C8OC7CC6O[C@]5(C)CC5OC5C4OC3CC2O1 (some centres not stated),35.5µM*
O=C1NC(=O)N(c2ccc3c(c2)OCO3)C(=O)/C1=C/c1ccsc1,3.0%
O=C(c1cc(F)ccc1F)C1CCCN(CCCc2ccccc2)C1 (configuration not stated),5.7%
C=C(CC1(CNP(=O)(c2ccccc2)c2ccccc2)CC1)c1ccccc1,4.3%
O=C(Cc1ccccc1)N1CCN(Cc2ccccn2)CC1,4.5%
O=C(c1ccc(-c2ccccc2)c(F)c1)C1CCCN(CCO)C1 (configuration not stated),-7.0%
O=P(c1ccccc1)(c1ccccc1)N1CC2(CC2)CC(O)(c2ccccc2)C1 (configuration not stated),-8.4%
COc1ccc(-n2c(/C=C/c3ccc4c(c3)OCO4)nc3ccccc3c2=O)cc1,-13.9%
O=c1c2ccccc2nc(SCC2CCCCO2)n1-c1ccccc1 (configuration not stated),0.3%
CC(O)C(C)OC(=O)[C@@H]1C[C@@H]2c3cccc4c3c(cn4C(C)C)C[C@H]2N(C)C1 (some centres not stated),-0.4%
COC[C@H]1OC(=O)c2coc3c2[C@@]1(C)C1=C(C3=O)C2CCC(=O)[C@@]2(C)C[C@H]1OC(C)=O (some centres not stated),9.1%
CCCCCCC(=O)c1c(O)n(-c2ccc(OC)cc2)c(=O)[nH]c1=O (tested in a mixture with another compound),-2.3%[57.5 µM]
CC[C@@H](C(N)=O)N1CCCC1=O,-0.3%[57.5 µM]
Cc1ccc(-c2nc3ccccc3c(=O)n2-c2cccc(C)n2)cc1,5.3%
Cc1nc(CCl)cc(=O)[nH]1,-1.6%
CC(C)c1ccc(-n2c(O)c(/C=N/NC(=O)c3ccccc3O)c(=O)[nH]c2=S)cc1,-9.1%[57.5 µM]
CCN1CCN(c2nc([N+](=O)[O-])nn2C)CC1,0.1%[57.5 µM]

# Assay outcomes: PubChem, National Center for Advancing Translational Sciences (NCATS)
